# M5 PAM – potentiates acetylcholine response at human M5 receptor | CHO-K1 hM5, Fluo-8 calcium, ACh EC20 PAM; 0% = ACh EC20, 100% = ACh EC100 | activation, % at 3 µM | 0.3% of 360,000 active | AID 624038;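 active means activation above the run cutoff, the mean activation of all test compounds plus 3 SD, cut at about 18% in these data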
# Target sequence (P08912 whole entry, looked up): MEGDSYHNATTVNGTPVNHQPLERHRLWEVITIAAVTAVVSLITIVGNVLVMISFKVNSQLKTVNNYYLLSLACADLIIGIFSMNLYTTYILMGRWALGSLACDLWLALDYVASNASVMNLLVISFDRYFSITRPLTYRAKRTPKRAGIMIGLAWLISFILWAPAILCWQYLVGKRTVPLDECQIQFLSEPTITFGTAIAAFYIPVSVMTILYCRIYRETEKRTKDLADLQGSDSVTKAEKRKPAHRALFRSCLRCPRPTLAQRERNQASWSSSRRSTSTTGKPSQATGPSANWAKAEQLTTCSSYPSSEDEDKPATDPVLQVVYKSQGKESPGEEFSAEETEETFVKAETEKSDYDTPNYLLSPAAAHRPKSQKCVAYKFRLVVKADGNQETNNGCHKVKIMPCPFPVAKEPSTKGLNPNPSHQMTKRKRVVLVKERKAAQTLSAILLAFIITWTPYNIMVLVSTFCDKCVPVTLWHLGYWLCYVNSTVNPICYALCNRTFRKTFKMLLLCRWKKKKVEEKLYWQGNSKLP
#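 Measured by: Fluo-8 calcium fluorescence; material: human M5 receptor in CHO-K1 cells; schedule: Post-acetylcholine fluorescence recording 140 s; benchmarks: low control EC20 acetylcholine (0%), high control EC100 acetylcholine (100%); read-out: Max/basal fluorescence ratio as % of EC20–EC100 ACh window; compound: single dose, 3 µM nominal final test concentration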
# TAAR1 ag – human TAAR1 agonism | Q96RJ0 | CHO RD-HGA16 TAAR1, Fluo-8 calcium fluorescence; vehicle wells 0%, saturating PEA agonist 100% | activation, % at 3 µM | 0.99% of 360,000 active | AID 624467;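 active means activation above the mean activation of all test compounds in the run plus 3 SD, cut at about 38% in these data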
# Target sequence (Q96RJ0 whole entry, looked up): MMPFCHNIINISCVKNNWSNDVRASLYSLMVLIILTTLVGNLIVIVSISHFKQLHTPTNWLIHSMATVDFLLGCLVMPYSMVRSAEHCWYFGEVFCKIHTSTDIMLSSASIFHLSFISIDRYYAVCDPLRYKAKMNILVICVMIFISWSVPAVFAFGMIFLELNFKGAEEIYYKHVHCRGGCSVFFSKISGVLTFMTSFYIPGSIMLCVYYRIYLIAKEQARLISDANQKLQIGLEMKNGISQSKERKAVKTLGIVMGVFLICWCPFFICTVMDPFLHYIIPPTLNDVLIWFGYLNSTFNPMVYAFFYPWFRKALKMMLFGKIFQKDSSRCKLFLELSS
#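 Test system: RD-HGA16 (CHO) cells co-expressing Gα16 and hTAAR1; dosing: one-point dosing at 3 µM (nominal); timing: 17-24 h seeding, 75 min 37 °C dye, 30 min RT; signal: kinetic Fluo-8 calcium fluorescence; read-out basis: % activation relative to PEA EC100 response; controls: DMSO and PEA EC100; replicates: n 1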
# CRFBP-R2 block – CRF-BP/CRF-R2 complex antagonism; HEK293 CRF-R2/CRF-BP, CRF-induced calcium fluorescence; inhibition, % at 11.8 µM; 0.59% of 350,000 active; AID 588475;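 active means inhibition of the ligand-induced calcium signal above about 50% at the single tested concentration, limit read from the data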
# M1 PAM parental – M1 PAM counterscreen hit in parental CHO-K1 cells; ATP EC20, Fluo-8 calcium fluorescence; 0% at ATP EC20, 100% at ATP max; activation, % at 3 µM; 0.02% of 360,000 active; AID 602247;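 active means activation above the run cutoff, the mean activation of all test compounds plus 3 SD, cut at about 40% in these data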;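 further: peak over basal fluorescence ratio in a 140 s read after ATP addition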
# CRFBP-R2 agonist – agonists of human CRF-binding protein/CRF-R2 receptor complex. HEK293 CRF-R2/CRF-BP, calcium dye fluorescence (FLIPR); percent of saturating CRF peptide response. activation, % at 13.2 µM. 0.46% of 350,000 active;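 active means activation of at least 50%, plus an integration ratio under a set limit after plate pattern correction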;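 further: plate controls were neutral control wells without compound for no effect and CRF at EC100 for full effect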
# M5 antag – CHRM5 antagonism in calcium assay; 0.59% of 360,000 active; CHO-hM5 cells, Fluo-8 calcium fluorescence, ACh EC80; P08912; AID 624040; inhibition, % at 3 µM;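 active means inhibition above a per-plate cutoff, the mean of that plate's test compounds plus 3 SD, cut at about 27% in these data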;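 further: 0% = acetylcholine EC80 with DMSO and 100% = DMSO without agonist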
# CHRM5 agonist – CHRM5 agonism in calcium assay. P08912. CHO-K1 hM5 cells, Fluo-8 calcium fluorescence; 0% DMSO wells, 100% maximal acetylcholine response. AID 624037. 0.19% of 360,000 active. activation, % at 3 µM;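 active means activation above the run's mean over test compounds plus 3 SD, cut at about 23% in these data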;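 further: signal is peak over basal fluorescence ratio across the kinetic read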
# M4 PAM – CHRM4 positive allosteric modulation; P08173; CHO-K1 hM4/Gqi5, Fluo-8 calcium fluorescence, ACh EC20; 0% = ACh EC20, 100% = maximal ACh; activation, % at 3 µM; 0.4% of 360,000 active;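 active means activation above its plate's cutoff, the mean activation of sample wells plus 3 SD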; further: some results filed as inactive read as strong as hits
# TAAR1 antag – antagonists of human TAAR1 | AID 624466 | CHO RD-HGA16 TAAR1, Fluo-8 calcium fluorescence, antagonist | 1.5% of 360,000 active | inhibition, % at 3 µM | Q96RJ0;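 active means inhibition above a per-plate cutoff, the mean inhibition of test compounds on that plate plus 3 SD, cut at about 49% in these data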;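 further: 0% = DMSO plus EC80 beta-PEA response and 100% = DMSO alone without agonist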
#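 test system = CHO RD-HGA16 cells bearing hTAAR1 | replication = singlicate | controls = DMSO-only wells and EC80 β-PEA-stimulated wells | reagent = EC80 β-phenethylamine stimulus | read-out basis = percent inhibition of PEA-evoked calcium signal, max/basal emission ratio | schedule = seeding 17-24 h prior, 75-min 37 °C, 30-min RT dye loading | signal = kinetic Fluo-8 calcium fluorescence measurement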
# The depositor's hits bear a star; / = not tested or not shown.
SMILES,M5 PAM,TAAR1 ag,CRFBP-R2 block,M1 PAM parental,CRFBP-R2 agonist,M5 antag,CHRM5 agonist,M4 PAM,TAAR1 antag
Cc1nc(NCCCn2ccnc2)c2oc3ccccc3c2n1,-3.5,-0.7,-6.2,12.9,1.6,2.1,-0.9,-7.6,-7.4
CC(=O)NC(CC(=O)NC(C)c1ccc(Cl)cc1Cl)c1ccccc1 (stereo unspecified),-3.6,1.8,-9.8,22.6,-4.4,6.1,-4.2,-5.3,-7.5
O=C(NCc1nc2ccccc2[nH]1)c1ccc(S(=O)(=O)N2CCOCC2)cc1,-5.7,11.1,-22.7,10.7,4.9,1.3,6.5,4.7,6.8
O=C1CC(C(=O)N(c2ccccc2)C(C(=O)NC2CCCC2)c2ccncc2)CS1 (stereo unspecified),1.8,0.9,3.5,-9.7,0.1,3.1,3.1,3.7,13.3
CCOc1ccc(CN(C)C(=O)c2ccc(NS(=O)(=O)c3ccc4[nH]c(=O)[nH]c4c3)cc2)cc1,-3.6,1.9,-2.7,19.4,0.8,5.3,-1.9,-2.7,-12.1
CCN(CC)CCNC(=O)CCn1nc(-c2ccc(Cl)cc2)ccc1=O,0.5,-0.2,6.8,-1.1,-1.1,1.8,-4.9,-3.0,-4.4
CCOc1ncccc1C(=O)OCC(=O)c1ccccc1Br,-0.4,-0.6,0.5,15.7,-2.1,-0.1,-5.4,-6.9,-16.6
COc1cc(/C=N/NC(=O)c2cc(C)oc2C)cc(OC)c1OC,-1.7,1.9,-1.6,11.3,6.3,-0.5,1.0,1.8,1.8
Cc1ccc([C@H]2C[C@H](O)[C@@H](n3cc(COC(=O)c4ccccc4)nn3)CN2C(=O)c2cccs2)cc1,2.2,2.2,-11.6,11.4,0.7,4.3,1.2,2.3,-4.6
C#CCOCCOCCOCCNc1nc(N2CCN(C(=O)CCCCCCCCCCNC(=O)Cn3cc(C[C@@H](C)O)nn3)CC2)nc(N2CCN(C(=O)CCCCCCCCCCNC(=O)[C@H](CCCN=C(N)N)n3cc(C[C@@H](C)CC)nn3)CC2)n1,-0.3,/,-1.5,23.6,-0.3,0.7,-1.7,-10.0,/

# The final four compounds of the part before open the next one.
SMILES,M5 PAM,TAAR1 ag,CRFBP-R2 block,M1 PAM parental,CRFBP-R2 agonist,M5 antag,CHRM5 agonist,M4 PAM,TAAR1 antag
CCOc1ncccc1C(=O)OCC(=O)c1ccccc1Br,-0.4,-0.6,0.5,15.7,-2.1,-0.1,-5.4,-6.9,-16.6
COc1cc(/C=N/NC(=O)c2cc(C)oc2C)cc(OC)c1OC,-1.7,1.9,-1.6,11.3,6.3,-0.5,1.0,1.8,1.8
Cc1ccc([C@H]2C[C@H](O)[C@@H](n3cc(COC(=O)c4ccccc4)nn3)CN2C(=O)c2cccs2)cc1,2.2,2.2,-11.6,11.4,0.7,4.3,1.2,2.3,-4.6
C#CCOCCOCCOCCNc1nc(N2CCN(C(=O)CCCCCCCCCCNC(=O)Cn3cc(C[C@@H](C)O)nn3)CC2)nc(N2CCN(C(=O)CCCCCCCCCCNC(=O)[C@H](CCCN=C(N)N)n3cc(C[C@@H](C)CC)nn3)CC2)n1,-0.3,/,-1.5,23.6,-0.3,0.7,-1.7,-10.0,/
CCCCN1C(=O)C(CC(=O)NCCN2CCOCC2)CC(C(=O)N2CCCCCC2)=C1C (stereo unspecified),-3.3,-0.3,/,-5.5,/,-1.3,2.1,3.0,-0.2
C=CCc1cccc2cc(C(=O)N3CCN(C(=O)OCC)CC3)c(=O)oc12,-2.8,5.2,45.2,-2.2,-2.3,3.6,-3.4,0.2,-4.9
NC(Cc1ccc(Cl)cc1)c1csc(Nc2cc(Oc3ccccc3)ncn2)n1 (stereo unspecified),-6.4,33.6,/,18.8,/,12.1,3.4,-6.4,27.8
O=C(NCCc1ccccc1)C1CC(=O)N(C2CCCCCC2)C1 (stereo unspecified),2.0,22.3,6.0,-3.9,-0.2,-6.5,1.2,4.4,5.1
CC(C)C[C@H]1CN([C@@H](Cc2ccc(O)cc2)CN2CCCC2CN2C(=S)NC[C@@H]2Cc2ccccc2)C(=S)N1CC1CCCCC1 (stereo partly specified),-4.0,2.3,/,15.0,/,-0.8,-1.2,1.1,-21.0
Cc1ccc(S(=O)(=O)NCCCCCC(=O)NC(C)(C)CO)cc1,-2.7,12.6,2.0,7.8,-1.7,-0.8,1.6,0.2,-12.7
Cc1ccc(C(=O)CCC(=O)Nc2ncccc2O)cc1,3.6,0.6,14.1,-10.0,-0.9,-8.3,0.0,10.8,3.4
CCOC(Cn1c(CCCO)nc2ccccc21)OCC,0.6,2.1,-6.2,-5.9,0.4,-4.4,-0.1,15.3,-2.9
C=CCN=c1scc(-c2ccco2)n1/N=C/c1ccc(O)c(O)c1O,-5.2,6.2,1.3,13.9,0.6,0.0,-1.8,7.5,-12.7
CCOC(=O)C(=O)/C(C#N)=C/Nc1ccc(Cl)cc1,4.0,7.9,14.3,0.8,-0.7,4.7,-0.7,0.7,-8.8
COC(=O)Cc1c(O)ccn(Cc2ccc(OC)c(OC)c2)c1=O,2.5,8.6,1.2,-2.4,2.2,2.0,1.6,8.2,18.7
CCOC(=O)c1c(S(=O)(=O)N2CCN(C)CC2)c(C)n(C)c1C,4.4,0.9,-5.6,10.4,-1.2,-9.6,-2.4,6.9,-2.7
Cc1onc(-c2ccccc2)c1C(=O)N1CCC(C)(C(=O)O)C1 (stereo unspecified),0.1,0.4,/,10.1,/,-2.3,1.6,0.7,-12.5
Cn1c(=O)n(C)c2cc(/C=N/NC(=O)c3cccc(Br)c3)ccc21,-2.7,4.8,10.4,2.8,-0.3,4.2,-4.3,-0.7,12.9
COc1ccc(N(CC(=O)Nc2cccc(SC)c2)S(C)(=O)=O)cc1,-5.8,4.2,-9.1,3.5,-0.3,4.0,1.3,0.5,9.0
NC(=O)C1(NC(=O)[C@@H]2CC3(CC(c4cccc(NC(=O)c5cc([N+](=O)[O-])cc([N+](=O)[O-])c5)c4)=NO3)CN2C(=O)c2ccccc2)CC1 (stereo partly specified),1.5,1.8,-2.7,15.9,0.7,11.8,-2.7,8.2,-12.8
COCCCNC(=O)Cn1nnc(-c2ccc(NC(=O)c3ccccc3F)cc2)n1,-6.7,1.5,-2.5,13.5,-0.9,-0.6,-2.9,-2.1,-6.6
Cc1nc(-c2ccc(NC(=O)C(C)(C)C)cc2)c(-c2ccccc2)o1,-0.6,2.4,1.1,-0.4,-1.7,6.6,-2.5,-2.0,21.1
C[C@@H]1CN([C@H](C)CO)C(=O)CCCn2nncc2CO[C@H]1CN(C)C(=O)Nc1ccc(N2CCN(C)CC2)cc1,0.2,0.4,4.8,16.2,2.9,3.8,1.1,0.8,-3.1
COC(=O)C[C@@H]1CC[C@@H](NS(=O)(=O)c2ccccc2OC)[C@@H](CO)O1,-2.0,0.3,/,/,/,8.0,1.4,8.6,-19.6
COc1ccc(C)cc1S(=O)(=O)Nc1ccc2c(c1)N(C(C)=O)CCC2,4.2,3.5,-8.2,-4.5,-0.8,2.3,1.4,3.3,-3.1
CC1CN(C(=O)c2ccccc2OCc2ccccc2Cl)CC(C)O1 (stereo unspecified),-15.0,3.0,1.1,4.3,-0.8,23.1,-9.1,-5.6,-7.5
C[C@@H]1CN([C@@H](C)CO)C(=O)CCCn2nncc2CO[C@@H]1CN(C)C(=O)c1ccc(N2CCN(C)CC2)cc1,0.2,0.4,-17.0,7.8,0.6,1.1,-0.2,-2.5,-8.2
Cc1ccc(OCCNC(=O)C2CCCCC2)cc1,-1.4,4.6,11.7,18.2,2.4,-5.2,-2.8,-1.6,7.2
COc1ccc(C(CC(=O)N2CCCCC2)NC(=O)C(F)(F)F)cc1 (stereo unspecified),1.0,6.4,9.5,8.3,0.3,1.1,-1.0,-2.1,-18.3
CCOc1ccccc1NC(=O)CSc1nnnn1Cc1ccccc1,-4.4,13.7,-3.1,27.1,-0.4,3.8,-6.7,3.3,9.0
O=C(CN(CC1CCCO1)C(=O)CNS(=O)(=O)c1ccc(Cl)cc1)NCc1ccc(F)cc1 (stereo unspecified),2.7,2.1,-3.6,16.7,1.0,4.5,-0.1,0.5,-11.1
COc1ccc(N2CCN(S(=O)(=O)Cc3ccccc3)CC2)cc1,-4.9,6.1,1.9,9.1,-2.3,4.7,-2.1,10.3,-2.4
CCOC(=O)N1CCN(c2c(-c3ccc(C)c(C)c3)c(=O)c2=O)CC1,-0.6,4.6,24.0,15.6,0.0,-0.2,0.5,10.3,-27.6
CCCCC(=O)N(Cc1ccc2c(c1)OCO2)Cc1nc2ccccc2c(=O)[nH]1,-13.7,-1.5,0.8,-3.3,2.6,-8.1,-2.6,2.2,23.1
NC(=O)CC(NC(=O)Cc1cccc2ccccc12)c1ccc(N2CCC(Cc3ccccc3)CC2)c([N+](=O)[O-])c1 (stereo unspecified),5.9,1.2,-2.2,17.1,-0.8,15.6,-1.7,-1.3,8.4
CCN(CC)CCCN=Cc1c(O)n(-c2ccccc2C)c(=O)c2ccccc12,-12.5,0.7,7.1,1.0,-1.2,8.0,-2.5,-13.6,-15.3
COCc1cc(C)nc(OCC(=O)N/N=C\c2cc(C)n(-c3cccc(C(F)(F)F)c3)c2C)c1C#N,2.2,9.5,-3.6,2.6,-0.6,-0.4,-5.3,7.8,1.4
CCn1c(Cn2nnc(-c3ccccc3)n2)nnc1SCC(=O)Nc1ccc(C(C)=O)cc1,-4.8,0.5,8.1,9.2,-0.5,0.4,2.5,-4.3,-6.8
COc1cccc(NC(=O)c2ccc(-c3ccccc3[N+](=O)[O-])o2)c1,-2.0,3.7,6.7,1.5,0.3,4.1,-5.8,-3.9,23.7
COc1cc(OC)c(C(=O)OCC(=O)N(Cc2ccccc2)C(C)(C)C)cc1OC,2.3,4.8,48.9,16.1,1.2,11.1,2.5,4.7,-27.6
Cc1ccc(N(CC(O)Cn2c3ccccc3c3ccccc32)S(C)(=O)=O)c(C)c1 (stereo unspecified),-2.8,10.6,-22.2,15.8,3.6,5.2,0.5,6.3,23.4
CCOC(=O)CON1C(=O)C(=O)N(OCC(=O)OCC)[C@H]2CCCC[C@H]21,-2.6,1.1,9.5,-23.1,-3.5,8.7,-3.8,3.0,-0.1
O=C(c1ccco1)N1CCN(C(=O)C2CC(=O)N(c3ccccc3)C2)CC1 (stereo unspecified),-0.9,0.2,0.3,9.7,-0.2,5.1,-1.7,5.8,-16.5
O=C(Nc1nncs1)C12CC3CC(CC(Cl)(C3)C1)C2,-3.8,7.1,-39.6,7.8,-1.6,10.4,-2.8,-1.2,-10.6
COCCNC(=O)c1cc(-c2cccc(OC)c2)on1,1.9,1.4,1.8,12.2,0.1,-3.9,0.8,4.2,-2.4
C=CCn1c(COc2cccc(C)c2)nnc1SCn1nnc2ccccc2c1=O,-10.5,6.8,-8.4,13.9,-0.5,7.1,-3.0,-11.4,6.0

# Assay outcomes as filed in PubChem BioAssay.
